# High-throughput results (PubChem BioAssay)
# HT1080-NT tox – kills 2HG-producing HT-1080-NT fibrosarcoma cells; HT-1080-NT fibrosarcoma viability, CellTiter-Glo ATP luminescence, 48 h; Potency, µM (titrated, usually from 46.1 µM), for inactives: at the highest dose activity, negative = less viability, hits mostly cytotoxic; AID 686970; 360,000 tested, 1.6% active;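 note: NT is the 2HG producing partner of a matched IDH1 knockdown line; potency is the fitted concentration of half-maximal effect; 0% = DMSO-treated cells and -100% = media-only wells without cells; nearly all actives have a fitted effect of over 55% in size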
#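 Viability of the 2HG-overproducing fibrosarcoma line after 48 hours of compound exposure at 37 degrees C was determined by luminescence with CellTiter-Glo, and concentration-effect curves were then fitted and categorized.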
# ATXN2 expr inh – reduces ATXN2 reporter expression in HEK-293 cells; HEK-293 ATXN2-luciferase reporter, luminescence, 24 h; Potency, µM (highest dose often 57 µM), without a hit: at the top dose activity change, negative = inhibition, hits mostly inhibitors; 360,000 tested, 0.72% active; AID 1745845; note: potency is the fitted concentration of half-maximal effect; % is set by controls: 0 for no effect and ±100 for the full control effect; nearly all actives have a fitted effect of over 55% in size
#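 qHTS (up to 57 uM final) was run with 24 h compound exposure of reporter cells at 37 °C. Each well was multiplexed: SteadyGlo luminescence measured ATXN2-luciferase expression after a fluorogenic Gly-Phe-AFC viability readout (25 uM final).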
# HT1080 IDH1KD tx – toxicity to HT-1080 IDH1 knockdown cells (counter line); HT-1080 IDH1 knockdown viability, ATP luminescence, 48 h; Potency, µM (titrated, usually from 46.1 µM), inactives show at the top dose activity, negative = toxicity, most hits filed as cytotoxic; 360,000 tested, 2% active;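 note: potency is the fitted concentration of half-maximal effect; 0% = DMSO wells and -100% = cell-free medium wells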
#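 Viability of IDH1-knockdown HT-1080 fibrosarcoma cells was assessed by CellTiter-Glo after 48 h at 37 °C with titrated compound; concentration-effect curves were classified by fit quality and response size.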
# HepG2 tox – HepG2 cytotoxicity, counter-screen for TGF-b inhibitors. HepG2 CAGA-GFP viability, ATP luminescence, 18 h. Potency, µM (titrated, usually from 46.1 µM), for the others: top-dose activity change, negative = cytotoxicity, actives largely listed as cytotoxic. 410,000 tested, 0.76% active; note: potency is the fitted concentration of half-maximal effect; some results filed as inactive show a strong effect at the top dose
#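 CellTiter-Glo luminescence gave cytotoxicity after 18 hours at 37 degrees C. The cells were HepG2 CAGA-GFP in 1% FBS DMEM, stimulated with 500 pg/mL TGF-beta after compound addition. %Activity was normalised to no-cell wells (complete cell-killing) and DMSO (no toxicity), and curves were fitted and classified.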
# MCF10A rerep – DNA re-replication induction in MCF 10a cells. MCF 10A DNA re-replication, Hoechst nuclear intensity, 48 h. Potency, µM (highest dose often 46.1 µM), for inactives: top-dose activity, positive = re-replication, most hits filed as activators. 350,000 tested, 2.9% active. AID 624296; note: potency is the fitted concentration of half-maximal effect; % of control where 0% means no effect; nearly all actives have a fitted effect of over 50% in size
# ATXN viability – cell viability loss in ATXN counter-screen. 400,000 tested, 0.49% active. Potency, µM (highest dose often 56.7 µM), hits mostly cytotoxic. S2 cells (HEK-293 line with an ATXN2-luciferase reporter) viability, CellTiter-Fluor protease fluorescence, 24 h; note: potency is the fitted concentration of half-maximal effect; nearly all actives have a fitted effect of over 40% in size
# IL1B secr inh – inhibitors of inflammasome signaling (IL-1 beta secretion); THP-1 LPS/ATP IL-1B secretion, AlphaLISA, 16 h; active compounds read low; activity change, % at 57.5 µM; 360,000 tested, 4.7% active; in the data active = activity change below about -50%; inconclusive = mostly about -30% to -49%; note: % is set by controls: 0 for no effect and ±100 for the full control effect
#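 THP-1 cells pretreated 1 hr with compounds (up to 57.5 uM final), then stimulated with LPS (250 ng/mL final) plus ATP (1.25 mM final); secreted IL-1B measured by AlphaLISA after 16 hr, decreased signal indicating inhibition.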
# KB-3-1 tox – kills parental KB-3-1 adenocarcinoma cells. 400,000 tested, 1.4% active. KB-3-1 viability, CellTiter-Glo ATP luminescence, 72 h. Potency, µM (doses to about 46.1 µM), for the others: at the highest dose activity change, negative = cytotoxic, actives largely listed as cytotoxic. AID 1347075; note: potency is the fitted concentration of half-maximal effect; % is set by controls: 0 for no effect and ±100 for the full control effect; nearly all actives have a fitted effect of over 60% in size
#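 Multi-concentration cytotoxicity screen in KB-3-1 cells grown in DMEM lacking phenol red with 10% FBS. After 72 h at 37 °C with compound, ATP-dependent luminescence was recorded.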
# SW480 rereplic – inducers of DNA re-replication in SW480 colon cancer cells. SW480 DNA re-replication, Hoechst DNA content imaging, 48 h. Potency, µM (highest dose often 46.1 µM), without a hit: top-dose re-replication activation, most hits filed as activators. 340,000 tested, 1.8% active. AID 624297; note: potency is the fitted concentration of half-maximal effect; % of control where 0% means no effect; nearly all actives have a fitted effect of over 55% in size
#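 Image-based read-out: total Hoechst fluorescence of nuclei (405 nm excitation, 500-530 nm emission), with hits raising the fraction of high-intensity nuclei. SW480 colon cells incubated 48 hr with compounds at 37 C.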
# Numbers without * were called inactive; i = inactive; ? = inconclusive; nt = no result given; [ ] = another dose, or the depositor's remark. Unless noted, calls come from the whole dose curve; as a rule, active = well fitted curve in the direction sought with a large enough effect; inconclusive = small, poorly fitted or top-dose-only effect, or another doubt; inactive = no such curve, though single readings can be large; an effect the other way counts as inactive or inconclusive.
# Values run as follows: HT1080-NT tox, ATXN2 expr inh, HT1080 IDH1KD tx, HepG2 tox, MCF10A rerep, ATXN viability, IL1B secr inh, KB-3-1 tox, SW480 rereplic
Cc1ccc(-c2nnc(N3CCN(C(=O)Cn4c(=O)n(C)c5ccccc54)CC3)c3ccccc23)cc1
  1%, -1%, -25%, 3%, 17%, i, 11, -16%, -5%
O=C(COC(=O)c1ccccc1Br)NCc1ccccc1
  17%, 30%, 0%, -36%, 1%, i, 10, 13%, -5%
CCNC(=O)c1cc2c(c(-c3cccc(-c4cncnc4)c3)n1)[C@@H](CCO)N(C(C)=O)C2
  9%, 2%, -3%, nt, nt, i, 29, 19%, nt
COc1cccc(OC)c1OC(=O)c1cnccn1
  0%, -14%, ?, 31%, 19%, i, 5, 2%, -14%
CCCCN(CCCC)S(=O)(=O)c1ccc(NS(=O)(=O)c2ccc(NC(C)=O)cc2)cc1
  ?, -15%, -21%, -21%, 15µM*, i, -6, -1%, 2%
CC(=O)c1ccc(NC(=O)c2cc(S(=O)(=O)N3CCCCCC3)cn2C)cc1
  nt, 12%, nt, -2%, nt, i, nt, -2%, nt
O=C(Cn1cc(C(=O)c2cccs2)c2ccccc21)NCc1cccs1
  -5%, 48%[activator], -16%, -24%, 15%, i, 23, 2%, 2%
COc1ccccc1C(=O)Nc1nnn(C)n1
  -4%, -10%, -6%, -5%, 5%, i, -21, -7%, 1%
CCN(CC)S(=O)(=O)c1ccc(N=Nc2c(C)[nH]n(C(N)=S)c2=O)cc1
  0%, 10%, -2%, -10%, ?, i, 3, 18%, -6%
CNC(=O)C(=O)N1CCC2(CC1)OCCN2S(=O)(=O)c1ccc(C)cc1
  8%, 0%, 8%, -3%, -1%, i, 0, 2%, 154%
O=C(CNCCO)N1N=C(c2cccs2)CC1c1cccs1 (configuration not stated)
  9%, nt, 19%, -14%, 0%, i, -4, 5%, -50%[inhibitor]
Cc1cnc(NC(=O)CSc2nnc(-c3ccncc3)n2C2CCCCC2)s1
  -3%, 7%, -16%, 13%, -3%, i, 9, 6%, -3%
COc1ccc(C(C(=O)NC2CCCC2)N(C(=O)c2snc(C(N)=O)c2N)c2ccccc2OC)cc1OC (configuration not stated)
  12%, -9%, 7%, -1%, 8%, i, -9, -7%, -3%
Cc1ccc(C(=O)NCc2ccc(N3CCN(C(=O)OC(C)(C)C)CC3)cc2)cc1
  7%, 6%, 10%, -12%, 7%, ?, 12, -3%, -10%
Cn1c(CO)cnc1SCc1c(Cl)cccc1Cl
  0%, -2%, -3%, 3%, -3%, i, 12, 1%, 8%
COc1cc(NC(=O)c2cccc3c2C(=O)N(C2CCCCC2)C3)cc(OC)c1
  nt, 4%, nt, 0%, nt, i, nt, 3%, nt
COC(C(=O)NNS(=O)(=O)c1ccccc1[N+](=O)[O-])c1ccccc1 (configuration not stated)
  0%, 5%, 4%, -11%, -11%, i, 38, 5%, 3%
Cc1onc(-c2ccc(Cl)cc2)c1-c1ccnc(SCC(=O)Nc2ccc(C(C)C)cc2)n1
  8%, -12%, -15%, 3%, ?, i, 29, 0%, -3%
CCc1nc2ccc(C(=O)NCc3ccc(C)o3)cc2nc1CC
  3%, 1%, -1%, -4%, 0%, i, -12, 5%, 1%
N#CCC(=O)Nc1ccc(C(=O)OCC(=O)NC2CCCCCC2)cc1
  6%, 4%, 6%, 6%, 8%, i, 25, 5%, -11%
N#CC1=C(N)OC2=C(C(=O)CC(c3ccco3)C2)C1c1ccc(OCc2c(F)cccc2Cl)cc1 (configuration not stated)
  ?, 2%, ?, -7%, ?, i, -16, -12%, 4%
CCCn1c(N)c(N(CCOC)C(=O)c2ccccc2)c(=O)[nH]c1=O
  10%, -6%, 1%, 11%, 3%, i, 4, 2%, -4%
COc1ccc(NC(=O)C(=O)NCCC2CCCCN2S(=O)(=O)c2cccs2)cc1 (configuration not stated)
  ?, ?, 5.8µM*, 5%, 2.1µM*, ?, -27, 2.6µM*, 4.5µM*
CCC(=O)Nc1ccc2c(c1)ncn2-c1ccc(C)cc1
  8%, 26%, 0%, -2%, -2%, i, -25, 20%, -4%
Cc1cc(C)c(NC(=O)C2CCN(S(C)(=O)=O)CC2)c(C)c1
  1%, nt, 4%, 8%, nt, i, 11, 0%, nt
CCOC(=O)CN1C(=O)CC(c2ccccc2)C1=O (configuration not stated)
  -1%, -12%, -1%, 19%, 1%, i, 11, -7%, 3%
CCOc1ccccc1Nc1nc(N)nc(CSc2nncn2C)n1
  0%[9.24 µM], 1%, 3%, -2%, 15%, i, -6, 13%, -5%
CCOC(=O)c1ccc(NC(=O)c2ccnn2C)cc1
  13%, 39%, 5%, -16%, -3%, i, 3, -2%, -14%
Cc1ccc(NC(=O)Cn2c(=O)n(CCCCC(=O)NCc3ccccc3Cl)c(=O)c3ccccc32)cc1
  nt, 2%, nt, -18%, nt, i, nt, 1%, nt
CCOc1ccc(C(=O)Nc2nnn(CC)n2)cc1
  11%, -15%, 12%, -17%, -2%, i, -12, -4%, -8%
O=c1c(-c2ccc(Cl)cc2)c[nH]n1-c1ccccc1
  -2%, nt, -18%, -5%, 0%, i, -4, -6%, 6%
COc1ccc(CNC(=O)C(=O)c2cn(CC(=O)N3CCCC3)c3ccccc23)cc1
  -3%, 3%, -15%, 6%, 2%, ?, 0, 6%, -18%
O=c1c([N+](=O)[O-])c(O)c2cccc3c2n1CCC3
  5%, -9%, 16%, 0%, 3%, i, 5, 14%, 8%
C=C(CCO)C1=CCN(S(=O)C(C)(C)C)[C@H]1CCO (some centres not stated)
  -3%, -8%, -3%, -14%, 1%, i, 25, 0%, -15%
OCC1(Cc2ccccc2F)CCCN(CC2CCCCC2)C1 (configuration not stated)
  3%, 2%, 2%, 6%, ?, i, 8, 7%, -2%
COc1ccc(/C=N/NC(=O)CCN2CCN(c3ccccc3)CC2)c(OC)c1OC
  25%, 12%, ?, -7%, -2%, i, -5, 1%, -2%
CCCn1c(=O)c2ccccc2n2c(SCC(=O)NCc3cccs3)nnc12
  2%, -3%, 4%, -21%, -1%, ?, -3, 1%, -1%
Cc1ccc(C)c(SCC(=O)Nc2cccnc2Cl)c1
  1%, -15%, 0%, 21%, 1.6µM*, i, 7, 1%, -16%
COc1ccccc1NC(=O)NC1CCCCCCC1
  5%, 17%, 3%, -4%, 14%, i, ?, -7%, -4%
O=C(N/N=C/c1ccc(-c2ccc([N+](=O)[O-])cc2)o1)[C@H]1C[C@@H]1c1ccccc1
  3%, -2%, 11%, 12%, 23µM*, i, 15, 4%, 8.2µM*
N#Cc1c(-c2cccnc2)c2c([nH]c1=S)CCCC2
  13%, 3%, 7%, 12%, -6%, i, 27, -2%, 0%
Cc1ccc(-c2nnc(SCC#N)n2N)cc1
  19%, -17%, 17%, 2%, 0%, i, 0, 5%, -2%
COc1ccc(CCNC(=O)c2c(O)c3ccccc3[nH]c2=O)cc1
  -1%, -11%, 1%, 1%, ?, i, 14, 5%, -20%
CCNc1ccccc(-c2ccc3ccccc3n2)c1=O
  -2%, 58%[activator], 4%, 2%, 10%, ?, 18, 11%, ?
CC(=O)C1=CCC(c2ccccc2)N(S(=O)(=O)c2ccc(C)cc2)C1 (configuration not stated)
  -21%, -13%, ?, 1%, nt, i, 0, -3%, nt
O=C(CSc1ncccn1)N/N=C/c1cccc(OC2CSC2)c1
  -16%, -20%, -5%, -5%, 0%, i, 20, -7%, -43%[inhibitor]
CCc1ccc(-c2nc(CN3CCC(C(=O)NCc4ccc(F)cc4)CC3)c(C)o2)cc1
  -8%, nt, 3%, -3%, 29%, nt, -19, ?, ?
O=C1N/C(=N\N=C\c2ccco2)SC1Cc1ccccc1[N+](=O)[O-] (configuration not stated)
  0%, nt, -2%, -15%, ?, 11µM*, 11, -4%, ?
O=C(CCC(=O)N1CCSc2ccccc21)NCc1cccc(Cl)c1
  -1%, -8%, 3%, -19%, 0%, i, 9, -1%, 0%
O=C(COc1ccccc1)NCC(=O)NC1CCCCC1
  -1%, -4%, -2%, 7%, -2%, i, 0, 3%, -8%
Cc1ccc(NC2=C/C(=N\S(=O)(=O)c3cccs3)c3ccccc3C2=O)c(C)c1
  7.3µM*, ?, 6.5µM*, 4.5µM*, 6.5µM*, 8.9µM*, -97*, 6.5µM*, 6.5µM*
N#CC1(Nc2ccc([N+](=O)[O-])cc2)CCCC1
  0%, -5%, 10%, -13%, 4%, ?, -10, 23%, 8%
O=C(CN1CCCC1c1ccc2c(c1)OCCO2)NC(=O)Nc1ccccc1F (configuration not stated)
  -3%, 9%, -1%, -16%, 8%, i, -5, -6%, 1%
COc1ccc(NC2CCCN(C(=O)c3ccc(C(C)=O)cc3)C2)cc1 (configuration not stated)
  22%, 0%, 10%, -9%, 0%, i, 34, -15%, -6%
CC(=O)N1CCCc2cc(S(=O)(=O)NC(C(=O)NCc3ccc(C)cc3)C(C)C)ccc21 (configuration not stated)
  -4%, -7%, -6%, -1%, 0%, i, 0, -4%, 1%
CN(C)S(=O)(=O)c1ccc(C(=O)Nc2nc(-c3cccs3)cs2)cc1
  -16%, -10%, -9%, -12%, ?, ?, -3, -5%, 13%
O=C(O)/C=C\C(=O)Nc1ccc(F)c(F)c1F
  3%, nt, 6%, 2%, 1%, i, 4, 5%, -5%
CC(=O)c1ccc(NC(=O)COC(=O)CCN2C(=O)c3cccc([N+](=O)[O-])c3C2=O)cc1
  12%, 3%, 21%, -2%, 2%, i, 24, 2%, 0%
Nc1nc(Nc2ccccc2)n[nH]1
  2%, nt, 0%, 0%, 9%, i, 9, -19%, -2%
